# E-sel inducer = induces E-selectin expression in human endothelial cells. HUVEC E-selectin immunofluorescence imaging; normalized: neutral wells 0, TNF-alpha wells 100. activation, % at 7.58 µM. actives 0.37% (n = 260,000). AID 686992;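 active = mean E-selectin-positive cell signal at least 10% of the positive control, reached in at least 60% of replicates, without over 20% cell loss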;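 note: in these data hits start at about 27%; measured in HUVEC primary endothelial cells; signal is the percent of cells scored E-selectin positive by PE staining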
# Target sequence (P16581 whole entry, looked up): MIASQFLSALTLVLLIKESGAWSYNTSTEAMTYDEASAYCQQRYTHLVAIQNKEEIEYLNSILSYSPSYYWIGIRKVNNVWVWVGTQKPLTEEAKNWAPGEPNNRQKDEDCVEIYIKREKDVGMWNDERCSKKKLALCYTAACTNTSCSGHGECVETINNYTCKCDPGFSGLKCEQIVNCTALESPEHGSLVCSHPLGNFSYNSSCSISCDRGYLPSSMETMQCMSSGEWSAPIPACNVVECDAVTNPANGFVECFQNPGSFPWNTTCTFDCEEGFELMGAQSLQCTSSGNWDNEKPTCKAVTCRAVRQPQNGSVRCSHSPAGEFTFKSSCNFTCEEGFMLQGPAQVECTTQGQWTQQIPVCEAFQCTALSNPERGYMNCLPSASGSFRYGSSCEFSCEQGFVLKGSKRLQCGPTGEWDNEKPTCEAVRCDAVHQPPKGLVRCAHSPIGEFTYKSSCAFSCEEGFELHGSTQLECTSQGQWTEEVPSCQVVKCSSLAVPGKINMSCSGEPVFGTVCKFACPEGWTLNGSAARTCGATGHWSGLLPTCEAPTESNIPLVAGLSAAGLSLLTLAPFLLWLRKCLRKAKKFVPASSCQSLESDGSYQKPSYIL
#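 Assay system: HUVEC, human umbilical vein endothelial cells / Amount: 3,000 HUVEC/well / Controls: TNF-alpha positive control, DMSO neutral control / Compound dosing: single concentration / Medium: EGM-2 over gelatin coat / Evaluation: percent E-selectin-positive cells / Signal: immunofluorescence imaging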
# PglD inh = blocks C. jejuni PglD acetyltransferase activity; purified PglD enzyme, DTNB colorimetric CoA detection; inhibition, % at 12.5 µM; actives 0.098% (n = 360,000); AID 602405; in the data active = inhibition above about 16%, passing the limit was not always enough; note: strong numbers were not always called active
# The depositor's hits bear a star. Only part of the results is shown, so the mix of outcomes need not match the whole.
cpd | compound | E-sel inducer | PglD inh
1 | COC(=O)c1ccc(CC(=O)c2nc3ccccc3s2)cc1 | -0.3 | 3
2 | CCCCC(=O)Nc1ccc(C(=O)NNC(=O)c2ccc(C)c(Br)c2)cc1 | 0.1 | -1
3 | CCc1ccc(C(=O)NC(=S)Nc2ccc3c(c2)OCCO3)cc1 | -0.2 | -1
4 | COc1cc(C2C3C(=O)N(c4ccc(F)cc4)C(=O)C3ON2c2ccccc2)ccc1O (stereo unspecified) | -1.5 | -5
5 | COC(=O)c1ccc(S(N)(=O)=O)o1 | -0.1 | 2
6 | CCN(CC)c1ccc(/C=N\NC(N)=O)cc1 | -0.3 | -4
7 | COc1ccc(OC)c(NC(=O)COC(=O)/C=C/c2ccccc2Cl)c1 | -0.9 | 3
8 | CCN(CC)C(=O)C(=O)c1c(-c2ccccc2)[nH]c2ccccc12 | 6.5 | 6
9 | Cc1cccc(S(=O)(=O)N2CCCCN3[C@H](CO)[C@@H](c4ccc(C#CC5CC5)cc4)[C@@H]3C2)c1 | -0.9 | -6
10 | Cc1ccccc1NC(=O)C1c2cccc[n+]2CC(=O)N1c1c(C)cccc1C (stereo unspecified) | -0.2 | -5
11 | O=S(=O)(c1ccc(NC(=S)Nc2ccc(OC(F)F)cc2)cc1)N1CCOCC1 | 0.2 | -7
12 | CCn1c(SCC(=O)N/N=C/c2cc(OC)c(O)c(OC)c2)nc2ccccc21 | 6.2 | 2
13 | COc1cccc(NC(=O)CC2S/C(=N\S(=O)(=O)c3ccccc3)N(c3ccccc3)C2=O)c1 (stereo unspecified) | -0.1 | 1
14 | Cc1cc(O)c(C2(C(F)(F)F)NCCNC2=O)cc1C (stereo unspecified) | 0.4 | 7
15 | COc1ccc(S(=O)(=O)N2CCCCN3[C@H](CO)[C@H](c4ccc(C#CCC(C)C)cc4)[C@H]3C2)cc1 | -0.6 | 0
16 | CCOC(=O)c1sc(=S)n(C)c1NC(=O)c1ccccc1C | 0.0 | 6
17 | O=C(C[n+]1cc(-c2ccc(Cl)cc2)n2c1CCC2)N1c2ccccc2Sc2ccccc21 | 1.3 | 0
18 | Cc1ccc(C(=O)Nc2sc(C(=O)N(C)C)c(C)c2C#N)cc1 | 0.3 | -7
19 | CN1C/C(=N\S(=O)(=O)c2ccccc2)N(C)C1=O | -0.1 | -11
20 | CC(/C=N/N1CCN(c2ccc(C)cc2)CC1)=C\c1ccccc1 | 0.0 | 6
21 | S=C(Nc1cccnc1)NC1CCCCCCC1 | 2.3 | -5
22 | C[C@@H]1CCCCO[C@H](CN(C)Cc2ccc(C(F)(F)F)cc2)[C@@H](C)CN([C@@H](C)CO)C(=O)c2cc(NS(C)(=O)=O)ccc2O1 | 0.1 | -3
23 | CCN(CC)CCNC(C(=O)Nc1ccc([N+](=O)[O-])cc1Br)c1ccccc1 (stereo unspecified) | 0.4 | -9
24 | O=C(Nc1ncccc1Cl)c1cccc(F)c1 | 1.1 | -2
25 | CC(C)CC#Cc1ccc([C@@H]2[C@@H](CO)N3CCCCN(C(=O)Nc4ccccc4)C[C@H]23)cc1 | 1.1 | -2

# 4 entries from above, field by field.
6: CCN(CC)c1ccc(/C=N\NC(N)=O)cc1
  E-sel inducer: -0.3
  PglD inh: -4
7: COc1ccc(OC)c(NC(=O)COC(=O)/C=C/c2ccccc2Cl)c1
  E-sel inducer: -0.9
  PglD inh: 3
8: CCN(CC)C(=O)C(=O)c1c(-c2ccccc2)[nH]c2ccccc12
  E-sel inducer: 6.5
  PglD inh: 6
9: Cc1cccc(S(=O)(=O)N2CCCCN3[C@H](CO)[C@@H](c4ccc(C#CC5CC5)cc4)[C@@H]3C2)c1
  E-sel inducer: -0.9
  PglD inh: -6

# Further entries:
cpd | compound | E-sel inducer | PglD inh
26 | COc1ccc(C(=O)Nc2ccc3nc(N4CCCCC4)cc(C)c3c2)cc1OC | 22 | 3
27 | O=C(COC(=O)c1cccc(NS(=O)(=O)c2ccc(F)c(F)c2)c1)NC(=O)NC1CCCCC1 | 0.2 | 2
28 | CN(C)c1ccc(P(=O)(Nc2ccccc2)N2CCOCC2)c(NC(=O)c2cccs2)c1 (stereo unspecified) | -0.3 | 6
29 | Cc1ccc2nc(SCC(=O)N3CCN(C(=O)c4ccco4)CC3)[nH]c2c1 | 1.4 | 5
30 | COc1ccc(/C=C(\C#N)c2nc3ccc(C)cc3[nH]2)cc1Oc1ccc(C(F)(F)F)cc1[N+](=O)[O-] | 7.0 | -2
31 | CCCc1cc(=O)n2[nH]c(SCc3ccccc3)nc2n1 | 1.3 | 0
32 | CSc1nc2ccc(NS(=O)(=O)c3ccc(Cl)s3)cc2s1 | 5.6 | -4
33 | COc1cc(C(C(=O)NC2CCCCC2)N(C(=O)Cc2c[nH]c3ccccc23)c2ccccc2C)cc(OC)c1OC (stereo unspecified) | -0.1 | -3
34 | C=CCN1C(=O)S/C(=C/c2ccc(Sc3nc4ccccc4[nH]3)o2)C1=O | 1.2 | -1
35 | COc1ccc(NC(=S)N(CCCN2CCCC2)Cc2cccs2)cc1 | 7.9 | -6
36 | O=C1C=C(Nc2ccc(Cl)cc2)CC(c2ccccc2)C1 (stereo unspecified) | 0.4 | 1
37 | CCOC(=O)C1CCN(C(=S)Nc2cccc(C)c2C)CC1 | -0.1 | -7
38 | S=C(Nc1cccc(Cl)c1)Nc1ccc2cn[nH]c2c1 | -0.4 | 3
39 | O=C(Nc1cccc(F)c1)N1CCCCN2[C@H](C1)[C@H](c1ccc(-c3ccncc3)cc1)[C@@H]2CO | -0.1 | 0
40 | O=C(/C=C/c1ccc(F)cc1)N1CCCN(C(=O)/C=C/c2ccc(F)cc2)CC1 | -0.4 | -8
41 | Cc1cc(C)n(CC(=O)O)n1 | 0.7 | 4
42 | CN(C)CC#Cc1ccc([C@H]2[C@@H](CO)N3CCCCN(C(=O)Nc4cc(F)ccc4F)C[C@@H]23)cc1 | 0.0 | -2
43 | Cc1ccc(C(=O)/C=C/Nc2cccc([N+](=O)[O-])c2)o1 | 0.2 | -15
44 | Cc1ccc(C(=O)COC(=O)CCCC(=O)Nc2cc(C(F)(F)F)ccc2Cl)cc1C | 0.0 | 24*
45 | COc1cc(C2C3=C(CC(C)(C)CC3=O)Nc3c2c(=O)[nH]c(=O)n3Cc2ccccc2)ccc1O (stereo unspecified) | 0.1 | -1
46 | COc1cc(/C=N/NC(=O)Cc2cccs2)c([N+](=O)[O-])cc1OC | -0.3 | -4
47 | Cc1ccc(C(C(=O)NC2CCCCC2)N(Cc2ccccc2)C(=O)Cc2c[nH]c3ccccc23)o1 (stereo unspecified) | 0.1 | -3
48 | O=S(=O)(c1cccc(C(F)(F)F)c1)N1CCN(C(=S)NCc2ccco2)CC1 | 0.1 | 7
49 | COCCn1c(=NC(=O)/C=C/c2ccccc2)sc2cc(NC(C)=O)ccc21 | 0.1 | 5
50 | CCN(CC)C(=O)Cn1nnc(-c2ccc(C)o2)n1 | -1.0 | 9

# From compound 48 up to 50, copied from above:
cpd | compound | E-sel inducer | PglD inh
48 | O=S(=O)(c1cccc(C(F)(F)F)c1)N1CCN(C(=S)NCc2ccco2)CC1 | 0.1 | 7
49 | COCCn1c(=NC(=O)/C=C/c2ccccc2)sc2cc(NC(C)=O)ccc21 | 0.1 | 5
50 | CCN(CC)C(=O)Cn1nnc(-c2ccc(C)o2)n1 | -1.0 | 9

# (more compounds)
cpd | compound | E-sel inducer | PglD inh
51 | O=C1CN(C(=O)c2cc3ccccc3o2)c2ccccc2N1 | 3.5 | 6
52 | COc1ccc(C2=NOC(C)(c3nnc(-c4ccccc4)o3)C2)cc1 (stereo unspecified) | 0.0 | 0
53 | Cc1cc2cc(C)c3nnc(SCC(=O)Nc4ccc(S(=O)(=O)N5CCCCC5C)cc4)n3c2cc1C (stereo unspecified) | -0.1 | -5
54 | CCN(CC)C1=CC(=[N+]2CCCC2)CC(C)(C)C1 | -1.3 | -2
55 | COc1cc2c(cc1NC(=O)c1cccc(F)c1)CCCC2 | 0.2 | -15
56 | O=C(CCSCc1cccc(Cl)c1)NC1CCCC1 | 0.6 | -5
57 | CCc1ccc(NCc2nc(-c3ccccc3)no2)cc1 | -1.0 | 4
58 | c1ccc(-c2nnc(OCCN3CCOCC3)c3ccccc23)cc1 | 9.7 | 7
59 | COc1ccc(Nc2nc(Cl)nc(NCCO)n2)cc1 | -0.1 | 2
60 | CC(NC(=O)C12CC3CC(CC(C3)C1)C2)C(=O)N/N=C/C1=C(N2CCOCC2)C(=C\c2cccc([N+](=O)[O-])c2)/CC1 (stereo unspecified) | 0.3 | -4
61 | C[C@@H]1CCCCO[C@H](CN(C)Cc2ccc(C(F)(F)F)cc2)[C@H](C)CN([C@H](C)CO)C(=O)c2cc(NS(C)(=O)=O)ccc2O1 | -0.3 | -1
62 | Cc1c(CNC2CCCC2)c(C(=O)O)c(C)n1Cc1ccccc1 | -0.4 | -4
63 | Cc1cc(C(=O)COC(=O)Cc2n[nH]c(=O)c3ccccc23)c(C)n1-c1cccc(C(F)(F)F)c1 | 0.2 | 1
64 | CCOC(=O)c1c(C)oc2c(CC(=O)c3ccccc3)c(Cl)c(O)c(O)c12 | -0.7 | -17
65 | Nc1[nH]c(N=NC(=O)c2ccc(Cl)cc2)c2ccccc12 | -0.1 | -1
66 | Cn1c2c(c(=O)n(C)c1=O)C(C(F)(F)F)(C(F)(F)F)N=C(C1CCCCC1)N2 | 0.1 | 1
67 | CCc1ccccc1NS(=O)(=O)c1ccc2[nH]cc(C(=O)NCC3CCCO3)c(=O)c2c1 (stereo unspecified) | -1.6 | 1
68 | O=C(N/N=C/c1ccccc1O)/C(=C/c1ccccc1)CCO | -0.8 | 2
69 | COCCCNC(=S)N1CCN(c2ccc([N+](=O)[O-])cc2)CC1 | 0.1 | -11
70 | COc1ccc(NC(=O)CCC(=O)OCc2ccc(Br)cc2)cc1 | -0.1 | 0
71 | COc1cc(/C=C2/C(=O)ON=C2c2ccccc2)ccc1O | -0.5 | 4
72 | CCOC(=O)c1nnc(-c2cccs2)nc1Oc1ccc(Cl)cc1 | 0.7 | 2
73 | CC(C)(C)N1C(=O)c2ccc(C(=O)NCc3ccco3)cc2C1=O | -0.6 | -2
74 | Cc1ccc(CSc2nc3ccsc3c(=O)n2Cc2ccccn2)cc1 | 0.0 | -5
75 | Cc1ccc(-n2c(C)cc(C(=O)COc3cccnc3[N+](=O)[O-])c2C)cc1 | 8.6 | 1

# Gathered by group, the compounds so far containing a cyano group
cpd | compound | E-sel inducer | PglD inh
18 | Cc1ccc(C(=O)Nc2sc(C(=O)N(C)C)c(C)c2C#N)cc1 | 0.3 | -7
30 | COc1ccc(/C=C(\C#N)c2nc3ccc(C)cc3[nH]2)cc1Oc1ccc(C(F)(F)F)cc1[N+](=O)[O-] | 7.0 | -2

# Next part.
cpd | compound | E-sel inducer | PglD inh
76 | N#C/C(=C\c1ccccc1C(F)(F)F)C(=O)Nc1ccccc1F | 1.1 | -1
77 | O=C(CN1C(=O)C2C3c4ccccc4C(c4ccccc43)C2C1=O)Nc1cccc(C(=O)O)c1 (stereo unspecified) | -0.1 | 2
78 | O=C(NNc1nc(-c2ccc(Cl)cc2)cs1)c1ccco1 | -0.2 | 5
79 | O=C(O)C1CC(O)CN1S(=O)(=O)c1cccs1 (stereo unspecified) | -1.7 | 0
80 | CCOC(=O)c1sc(=S)n(C)c1NC(=O)c1ccc(F)cc1 | -0.5 | 7
81 | C#CCn1cc(/C=N/NC(=O)COc2cccc3cccnc23)c2ccccc21 | 0.2 | 5

# A few values from above:
# Reading of Cc1ccccc1NC(=O)C1c2cccc[n+]2CC(=O)N1c1c(C)cccc1C (stereo unspecified) in E-sel inducer: -0.2
# Reading of Cn1c2c(c(=O)n(C)c1=O)C(C(F)(F)F)(C(F)(F)F)N=C(C1CCCCC1)N2 in E-sel inducer: 0.1

# Assay outcomes deposited in PubChem BioAssay by Broad Institute.
